# Bioassay records from PubChem.
# Mtb FBA inh = inhibitors of M. tuberculosis fructose-bisphosphate aldolase; P9WQA3; purified M. tuberculosis FBA, fluorescence read-out; inhibition, % at 1 µM; actives 2.3% (n = 360,000); in the data active = inhibition above about 27%;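 also: 0% = vehicle and 100% = reference inhibitor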
# Target sequence (P9WQA3 whole entry, looked up): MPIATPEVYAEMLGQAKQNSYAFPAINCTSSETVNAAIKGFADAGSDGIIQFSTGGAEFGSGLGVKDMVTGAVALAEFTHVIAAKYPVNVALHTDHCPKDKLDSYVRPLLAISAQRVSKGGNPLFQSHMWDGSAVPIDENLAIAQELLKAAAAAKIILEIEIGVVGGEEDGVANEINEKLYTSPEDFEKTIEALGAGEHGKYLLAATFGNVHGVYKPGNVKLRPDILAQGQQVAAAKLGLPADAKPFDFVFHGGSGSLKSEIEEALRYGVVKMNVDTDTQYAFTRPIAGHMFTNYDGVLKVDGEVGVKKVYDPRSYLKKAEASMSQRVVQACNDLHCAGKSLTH
# SSB-PriA inh = inhibitors of Klebsiella pneumoniae PriA binding to SSB C-terminal tail; AlphaScreen SSBct-PriA binding, biotinylated peptide; inhibition, % at 33 µM; actives 0.6% (n = 430,000); AID 1272365; in the data active = inhibition mostly above about 37%, no sharp cut-off; inactive = mostly below about 20%;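 also: plate controls were negative control peptide for no effect and reference peptide for full effect; strong numbers were not always called active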
# 3CLpro inhibitor = SARS-CoV 3CLpro protease inhibition; recombinant SARS-CoV 3CLpro, quenched FRET peptide cleavage; inhibition, % at 6 µM; actives 0.14% (n = 290,000); in the data active = inhibition above about 12%
# MazF activator = increases E. coli MazEF RNase cleavage of RNA. actives 0.32% (n = 350,000). P0AE70. FAM/BHQ RNA-DNA oligo cleavage fluorescence, 5 h. activation, % at 20 µM; in the data active = activation above about 50%
# Target sequence (P0AE70 whole entry, looked up): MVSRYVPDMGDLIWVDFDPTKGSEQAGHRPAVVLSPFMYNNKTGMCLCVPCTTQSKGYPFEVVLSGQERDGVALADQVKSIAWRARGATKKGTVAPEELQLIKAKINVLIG
# GDH-TPI inh = counter-screen for M. tuberculosis FBA inhibitors: GDH-TPI coupled enzymes. AID 588335. actives 1.2% (n = 360,000). inhibition, % at 4.8 µM. GDH-TPI coupled enzyme counterscreen, NADH absorbance; in the data active = inhibition above about 30%;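 also: 0% = DMSO wells and 100% = wells lacking the enzyme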
# Rv3671c protease = inhibits the M. tuberculosis serine protease Rv3671c; inhibition, % at 5.96 µM; AID 2606; actives 0.048% (n = 320,000); P9WHR9; in the data active = inhibition above about 38%;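 also: extracellular domain of Rv3671c used as enzyme; 0% = enzyme with DMSO and 100% = no enzyme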
# Target sequence (P9WHR9 whole entry, looked up, the tested form may be a part): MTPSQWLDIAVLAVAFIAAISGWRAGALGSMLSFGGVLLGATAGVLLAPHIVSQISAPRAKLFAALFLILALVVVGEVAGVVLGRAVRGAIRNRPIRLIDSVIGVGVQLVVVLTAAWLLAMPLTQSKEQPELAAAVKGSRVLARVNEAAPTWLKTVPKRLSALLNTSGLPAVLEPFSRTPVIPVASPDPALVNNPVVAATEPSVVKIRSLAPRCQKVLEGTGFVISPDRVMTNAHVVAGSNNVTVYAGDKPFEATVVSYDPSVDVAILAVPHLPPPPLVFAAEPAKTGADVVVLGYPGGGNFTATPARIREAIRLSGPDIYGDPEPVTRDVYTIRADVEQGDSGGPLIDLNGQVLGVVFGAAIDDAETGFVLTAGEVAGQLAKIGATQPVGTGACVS
# UGM FP inh = blocks M. tuberculosis UGM enzyme. inhibition, % at 10 µM. actives 0.06% (n = 320,000). P9WIQ1. purified UGM, fluorescence polarization probe displacement. AID 504406; in the data active = inhibition above about 10%, passing the limit was not always enough
# DUSP3 inh = blocks human VHR1 dual specificity phosphatase. P51452. recombinant VHR phosphatase, pNPP absorbance. inhibition, % at 13.3 µM. actives 0.52% (n = 290,000). AID 1654; in the data active = inhibition above about 50%; also: some compounds called inactive have numbers as strong as hits
# Vc quorum ag = quorum light induction in luxS cqsA deficient V. cholerae | activation, % at 18.7 µM | AID 588436 | actives 0.16% (n = 350,000) | V. cholerae BH1578 lux reporter, luminescence, 6 h; in the data active = activation mostly above about 9.7%, no sharp cut-off; also: not every result past the cut was called active; inactives centre near 0; reference of the scale not given here
# Mtb BioA inh = inhibitors of Mycobacterium tuberculosis BioA enzyme; purified M. tuberculosis BioA enzyme, plate reader; inhibition, % at 9.99 µM; actives 0.096% (n = 360,000); AID 602481; in the data active = inhibition above about 40%
# Active calls of the source: *; i = inactive; nt = not tested or not shown; & = joins results of further samples. The list is partial; rates above refer to the full screens.
Structure	Mtb FBA inh	SSB-PriA inh	3CLpro inhibitor	MazF activator	GDH-TPI inh	Rv3671c protease	UGM FP inh	DUSP3 inh	Vc quorum ag	Mtb BioA inh
COc1ccc(Cl)cc1NC(=O)CNc1ccccc1CN(C)C1CCCCC1	0	3	-1	2	-1	5	1.3	28	i	nt
CN1CCN(C(=O)/C(=C\c2cccs2)NC(=O)c2cccs2)CC1	2	-21	3	-4	31*	16	-1.8	-8	-0.2	-1.0
O=C1C(Nc2ccccc2)=C(N2CCCCC2)C(=O)c2ccccc21	-2	-16	-1	-21	0	-137	-1.4	22	-0.5	nt
O=C(Cn1nnc2ccccc2c1=O)NCCc1ccc(Cl)cc1Cl	-4	-6	-2	-5	6	-5	-1.9	3	-0.3	nt
C=CCN(C(=O)c1cccc(N2C(=O)C3CC=CC(C)C3C2=O)c1)c1ccccc1 (centres undefined)	1	-3	-2	-1	-1	7	-0.5	23	-0.7	nt
O=C(CSCc1c(F)cccc1Cl)Nc1cccnc1	-2	-3	0	10	1	10	-3.1	19	i	nt
COc1cc(/C=C2/C(=N)N3N=C(C(C)C)SC3=NC2=O)ccc1OS(=O)(=O)c1ccccc1	1	-10	2	-15	8	-2	4.9	14	-3.8	2.2
Cc1cc(/C=C(\C#N)C(=O)N2CCCCC2)cc(C)c1O	-5	6	-2	-6	16	-5	0.1	58*	-4.8	0.4
COc1cc(C(=O)Nc2cccnc2)cc(OC)c1OC	2	-8	-2	7	16	-2	0.5	10	-0.6	80*
O=C(CN(CCO)c1ccccc1)Nc1cccc(S(=O)(=O)N2CCCC2)c1	3	6	0	-26	2	-2	-1.6	11	0.0	0.1
COc1cc2ncnc(NCc3cccc(F)c3F)c2cc1OC	14	-5	-2	10	9	-5	-5.3	6	i	-1.6
OC(COc1ccc2ccccc2c1)CN1CCCC1 (centres undefined)	-2	13	4	-6	1	1	-0.2	10	-7.7	-2.5
CN1CCN(c2ccc([N+](=O)[O-])c(NCc3ccco3)c2)CC1	-12	15	2	0	8	3	2.0	-6	-0.4	nt
COCCN1C(=O)c2oc3ccccc3c(=O)c2C1c1ccc(OC)c(OC)c1 (centres undefined)	3	-10	-1	7	-13	-1	1.5	15	-0.2	-1.0
CCOP(=O)(OCC)C(O)c1ccc(OC)cc1 (centres undefined)	-2	-2	5	8	-5	8	0.1	25	-0.4	0.6
O=S(=O)(Cc1noc(-c2ccc(Cl)cc2)n1)Cc1ccco1	-1	-3	2	4	8	-5	2.1	6	-0.8	2.7
O=C(COC(=O)/C=C/c1ccc(Br)o1)NCCCN1CCCC1=O	-8	-11	0	6	12	-4	1.4	22	i	nt
COc1cc2c(=O)n(CC3CCCO3)c(=O)n(CC(=O)Nc3cccc(Cl)c3)c2cc1OC (centres undefined)	12	-6	3	0	6	-19	3.9	-35	1.4	nt
CCc1ccccc1NC(=S)N(Cc1cccc(C)c1)c1cccnc1	0	-6	-2	13	1	-3	-5.6	8	i	nt
Cc1ccc(CSCC(=O)N(C)CC(=O)Nc2ccccc2C(F)(F)F)cc1	-2	-12	nt	9	4	0	1.4	nt	-0.5	-0.5
CC(C)C(NC(=O)c1ccco1)C(=O)OCc1cc([N+](=O)[O-])cc2c1OCOC2 (centres undefined)	-1	8	4	6	6	5	-2.1	17	i	0.9
COc1ccc2[nH]c(C(=O)Nc3ccc4c(c3)OCO4)cc2c1	4	-2	0	-4	15	-3	-8.6	-1	0.6	1.5
Cc1ccc(-c2onc3ccc(C(=O)/C=C/N(C)C)cc23)cc1	1	-8	-3	-5	24	-18	1.1	-2	-0.6	-2.6
O=C(OCc1cn([C@@H]2C[C@H](c3ccccc3)N(C(=O)c3cccs3)C[C@H]2O)nn1)c1ccccc1	0	nt	nt	5	7	nt	nt	nt	-0.7	2.6
CN=C(Nc1ccc(Cl)cc1)c1ccc(C(F)(F)F)cc1	1	-5	0	-1	5	-4	0.2	37	-0.3	3.1
CCC1CCCCN1CCCNC(=O)CS(=O)(=O)Cc1nc(-c2cccc(OC)c2)oc1C (centres undefined)	0	-8	-2	-2	6	-4	2.8	32	i	nt
O=C(NCCc1ccco1)c1ccc(OCc2cn3ccccc3n2)cc1	14	-6	nt	12	0	7	4.7	nt	i	0.0
N#CCc1c(C#N)c(N)nc(N2CCCC(CO)C2)c1C#N (centres undefined)	2	5	-6	3	2	3	0.0	11	-0.9	nt
COC(=O)CN(n1cnnc1)S(=O)(=O)c1ccccc1Cl	-2	2	10	5	0	-2	2.1	9	0.3	1.2
Oc1c(Br)cc2oc3c(c2c1CNCc1ccccc1)CCCC3	-3	-2	5	2	-1	3	-0.5	23	nt	-5.9
O=C(Nc1ccccc1)C1CC(=O)N(c2ccc3c4c(cccc24)CC3)C1 (centres undefined)	2	-5	2	2	3	2	2.4	9	i	3.3
Cc1cc(=O)[nH]c(N/N=C/C=C/c2ccccc2)n1	-2	nt	0	0	38*	1	-1.9	1	-0.1	nt
CCOC(=O)C1CCCN(C(=O)c2ccc(-c3ccc([N+](=O)[O-])cc3)o2)C1 (centres undefined)	-3	4	nt	-14	15	5	-1.3	nt	-1.8	nt
O=C(OC[C@@H]1CCCN2CCCC[C@H]12)c1cc2ccccc2oc1=O	9	-4	-1	7	12	-2	0.2	2	-0.6	5.8
Cc1cccc(N(CC(=O)NCc2ccco2)C(=O)CCC(=O)Nc2nccs2)c1	0	-19	0	-6	8	-4	2.7	11	1.5	nt
COCCSc1nnc(NS(=O)(=O)Cc2ccccc2)s1	-1	-16	3	1	6	-6	-0.1	1	-0.4	0.3
CC[N+](C)(C)Cc1ccccc1Br	-1	-8	-2	9	7	-3	nt	-22	-0.2	-4.3
CN(Cc1ccco1)Cc1ccc(O)c2ncccc12	6	-5	nt	-2	4	8	-1.1	nt	-0.7	3.0
COc1ccc(S(=O)(=O)N2CCC(C(=O)NCCN3CCOCC3)CC2)cc1OC	2	3	-8	6	-3	3	1.7	22	-0.5	-0.2
COc1cc(-c2cc(N3C(=O)Nc4ccccc4N3O)n[nH]2)cc(OC)c1OC	5	-14	-5	5	7	-1	0.9	-11	-0.4	6.3
COC(=O)Nc1ccc(S(=O)(=O)NNC(=O)c2c(O)c3ccccc3[nH]c2=O)cc1	2	-8	-3	3	0	0	0.2	6	1.8	-1.4
CC(C)CC1NC(=O)N(CC(=O)Nc2ccc(OCc3ccccc3)cc2)C1=O (centres undefined)	0	-4	nt	-4	0	nt	nt	nt	-0.4	-0.7
CN(CC(=O)NCc1cccc(F)c1)C(=O)c1ccco1	2	-5	-7	0	9	-10	1.0	8	-1.4	nt
CN(C)CCN(Cc1ccccc1)c1ccccn1	3	-9	-1&0	-8	-4	1	2.0	1&7	6.2	-3.0
C[C@]12C[C@H](O)[C@@H]3c4ccc(O)cc4CCC3[C@@H]1CCC2=O (some centres undefined)	-3	-13	4	-3	5	-3	-0.2	0	-7.9	-2.1
CCOC(=O)C1CCCN(S(=O)(=O)c2ccccc2)C1 (centres undefined)	-8	-15	-5	-4	-7	-17	-0.6	28	i	-1.6
COc1ccc(NS(=O)(=O)c2ccc(C(=O)N3CCN(c4ccc(F)cc4)CC3)cc2)cc1	3	0	nt	-2	7	-3	0.5	nt	-0.3	-2.6
O=C(C1COc2ccccc2O1)N1CCN(c2nc3c(F)cc(F)cc3s2)CC1 (centres undefined)	1	-4	nt	9	6	3	1.0	nt	-1.8	0.2
COc1cc(NC(=O)C2CCN(S(=O)(=O)c3ccc4[nH]c(=O)oc4c3)CC2)cc(OC)c1	5	-4	-4	-13	-3	-14	-0.8	18	i	-1.0
Cc1cccc(-c2nc(CSCC(=O)N3CCN(Cc4ccc5c(c4)OCO5)CC3)c(C)o2)c1	-1	13	4	-2	1	2	-2.1	-1	4.2	0.6
CCOC(=O)c1c(C)[nH]c(C=Nc2ccc(OC)cc2)c1O	0	-4	-2	3	8	15	0.0	4	0.6	-1.9
COc1ccc(NCc2nnc(SCC(=O)Nc3ccccc3)n2C)cc1	-2	-8	-4	2	3	0	-1.9	11	-0.3	2.8
CCOC(=O)c1cc(NC(=O)N(C(C)C)C(C)C)c(C)nc1C	-2	-15	1	2	14	-2	2.2	18	i	0.0
Cn1c(=O)c(=O)n(C)c2cc(S(=O)(=O)CCC(=O)NCc3ccccc3)ccc21	6	-1	-1	3	12	-4	1.3	2	-0.2	-1.4
COc1ccc2nc(N(Cc3ccccc3)C(=O)CCNC(C)=O)sc2c1	1	-11	4	6	-5	-7	-0.7	18	-5.3	3.0
O=C(O)CCCNCc1ccccc1F	2	-6	-2	4	1	nt	nt	10	i	0.1
COc1ccc(C)cc1NC(=O)CCc1ccc(S(=O)(=O)N2CCOCC2)cc1	-1	2	nt	8	-11	4	-0.3	nt	0.0	0.0
COc1ccc(/C=C2\NC(=O)C(C=NCc3ccccc3)=C2O)cc1	1	2	10	13	14	-7	-1.1	-8	-0.3	nt
CCc1nnc(NC(=O)C(CC)c2ccccc2)s1 (centres undefined)	0	-6	-1	1	1	5	-0.5	-8	-2.8	-0.6
CCOC(=O)c1ccc(NC(=O)CN2CCc3ccccc3C2)cc1	-1	-6	5	-7	5	-4	-0.1	-19	-0.2	-1.0

# Additional records
Structure	Mtb FBA inh	SSB-PriA inh	3CLpro inhibitor	MazF activator	GDH-TPI inh	Rv3671c protease	UGM FP inh	DUSP3 inh	Vc quorum ag	Mtb BioA inh
O=C(Nc1ccc(F)cc1)c1cc(S(=O)(=O)N2CCCCC2)ccc1F	1	-5	2	5	3	7	-0.1	-37	i	1.7
NS(=O)(=O)c1cccc(NC(=O)c2ccc3nc[nH]c3c2)c1	3	0	-3	-6	4	3	0.7	-3	0.6	2.1
CCc1ccc(OCC(O)CN2CCN(CCO)CC2)cc1 (centres undefined)	0	-9	-2	3	-1	-4	-1.1	42	-1.6	-0.2
COc1cccc(S(=O)(=O)NCC(=O)N2CCCC2)c1	1	-9&-9	6	11	3	-2	-0.8	14	0.3	0.2
CCCSc1nsc(NC(=O)CCC)n1	-4	-24	0	-8	3	-9	0.3	12	-0.2	-0.6
COc1nc(N=C(N)N)nc2ccc(C)cc12	nt	nt	-4	nt	nt	-6	2.4	9	nt	nt
CCCCCCSc1ccc([C@@H]2[C@H]3C(=O)N(CC)C(=O)[C@H]3[C@]3(C(=O)OC)CCCCN23)cc1OC	-2	-8	nt	-47	10	-4	-0.1	nt	i	-0.5
Cc1noc(C)c1S(=O)(=O)N1CCC(C(=O)N(C)Cc2ccccc2)CC1	-4	-19	-4	2	-4	-6	1.4	24	7.7	-1.6
Cc1ccc(S(=O)(=O)N2CCC(C(=O)OCc3ccc([N+](=O)[O-])cc3)CC2)cc1	-5	6	8	4	0	-1	-1.3	11	-0.8	-0.4
CCC1=C2CC[C@H]3C(=O)N(CC)C(=O)[C@H]3[C@H]2[C@@]2(Cc3ccccc3)C(=O)N(Cc3ccccc3)C(=O)N2C1=O	-1	6	nt	5	1	4	-0.4	11	-0.3	-0.6
O=C(NCc1ccccn1)c1ccco1	4	-8	4	-6	0	4	1.8	-7	-3.3	nt

# Gathered by group, those above containing a cyano group (2)
Structure	Mtb FBA inh	SSB-PriA inh	3CLpro inhibitor	MazF activator	GDH-TPI inh	Rv3671c protease	UGM FP inh	DUSP3 inh	Vc quorum ag	Mtb BioA inh
Cc1cc(/C=C(\C#N)C(=O)N2CCCCC2)cc(C)c1O	-5	6	-2	-6	16	-5	0.1	58*	-4.8	0.4
N#CCc1c(C#N)c(N)nc(N2CCCC(CO)C2)c1C#N (centres undefined)	2	5	-6	3	2	3	0.0	11	-0.9	nt
